CAL PDZ FP-1 = blocks peptide binding to the human CAL PDZ domain | Q9HD26 | purified CAL PDZ, TMR-peptide fluorescence polarization, 1 h | inhibition, % at 24.9 µM | hit rate 0.92% among 300,000 | AID 602252;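 active means mean inhibition of at least 30% with at least half of replicates also reaching 30%; inconclusive means no clear call, values can overlap the other calls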;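 further: 0% = DMSO neutral control and 100% = excess unlabeled competitor peptide PRC23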
Wnt bcat act = Wnt/beta-catenin pathway activation; Wnt/beta-catenin reporter cell assay, activator, plate reader; activation, % at 9.35 µM; hit rate 1.2% among 300,000; in the data active means activation above about 30%, passing the limit was not always enough; inconclusive means no clear call, values can overlap the other calls;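 further: 0% = neutral control wells and 100% = positive control wells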
AddAB inh = less growth of phage-infected E. coli with AddAB | E. coli expressing H. pylori AddAB, absorbance growth | inhibition, % at 11.9 µM | hit rate 0.29% among 330,000 | AID 435030; in the data active means inhibition above about 12%;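 further: 0% = vehicle wells of infected cells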
SR-BI uptake up = enhances SR-BI lipid uptake from DiI-HDL; CHO ldlA[mSR-BI] cells, DiI-HDL uptake fluorescence, 3 h; 100 = double the neutral-control signal; activation, % at 12.5 µM; hit rate 0.096% among 320,000; AID 504775;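 active means mean replicate activation of at least 60% and every replicate at or above 60%; inconclusive means mean or all-replicate condition met, but not both; inactive means mean below 60% and not all replicates reaching 60%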;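 further: 0% = median plate neutral-control signal and 100% = twice that signal; values of inactives mirror those of a sister screen read the other way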
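System: CHO ldlA[mSR-BI] cells / Medium: HEPES-buffered (25 mM, pH 7.4) F12 plus 0.5% BSA / Probe or stimulus: labelled HDL, 10 µg/mL / Doses: single compound concentration, delivered by pin transfer / Schedule: 3 h, 37 °C / Measured by: DiI fluorescence, bottom read / Measure: cell-associated DiI fluorescence as measure of HDL uptake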
CAL PDZ FP-2 = human CAL PDZ-peptide interaction inhibition; Q9HD26; purified CAL PDZ, TMR-peptide fluorescence polarization, 1 h; inhibition, % at 20 µM; hit rate 0.02% among 330,000; AID 504414;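 active means highest replicate inhibition of at least 40%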;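 further: plate controls were DMSO neutral control wells for no effect and unlabeled competitor peptide control wells for full effect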
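Control set: unlabelled peptide and DMSO controls / Material: purified CerCALP PDZ construct / Timing: 1 h incubation at room temperature before polarization reading / Doses: 20 µM, one dose / Detection: fluorescence polarization (mP)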
phage Ecoli inh = E. coli growth loss with phage present | hit rate 0.26% among 360,000 | AID 651602 | growth absorbance | inhibition, % at 11.9 µM; in the data active means inhibition above about 11%
SR-BI DiI inh = inhibitors of mouse SR-BI mediated HDL lipid uptake. ldlA[mSR-BI] CHO cells, DiI-HDL uptake fluorescence, 3 h. inhibition, % at 12.5 µM. hit rate 0.96% among 320,000. AID 488896;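 active means mean replicate inhibition of at least 70% and a set share of replicates each scoring 70 or more; inconclusive means meets just one of the two criteria; inactive means fails both criteria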;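 further: 0% = median of neutral control wells and 100% = median of positive control wells; values of inactives mirror those of a sister screen read the other way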
Target sequence (Q61009 whole entry, looked up): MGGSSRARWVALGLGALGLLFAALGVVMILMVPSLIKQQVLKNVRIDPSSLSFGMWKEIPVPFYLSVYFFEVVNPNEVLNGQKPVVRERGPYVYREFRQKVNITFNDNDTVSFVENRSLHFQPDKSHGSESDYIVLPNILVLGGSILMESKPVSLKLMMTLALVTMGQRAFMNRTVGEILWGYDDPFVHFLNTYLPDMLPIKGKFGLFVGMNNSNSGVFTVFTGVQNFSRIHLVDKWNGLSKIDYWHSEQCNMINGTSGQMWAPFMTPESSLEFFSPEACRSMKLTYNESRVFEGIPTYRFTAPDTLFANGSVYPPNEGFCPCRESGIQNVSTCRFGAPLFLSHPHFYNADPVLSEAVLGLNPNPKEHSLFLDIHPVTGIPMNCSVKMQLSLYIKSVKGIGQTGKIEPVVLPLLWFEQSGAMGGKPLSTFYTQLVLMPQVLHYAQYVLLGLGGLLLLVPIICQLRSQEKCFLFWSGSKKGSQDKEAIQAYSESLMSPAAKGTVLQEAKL
MITF act = MITF TRPM1 promoter activation in melanoma cells; SK-MEL-5 TRPM1-promoter luciferase, 24 h; % of positive control, neutral wells = 0; activation, % at 12.5 µM; hit rate 0.75% among 300,000; AID 588334;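 active means mean activation of at least 80% with every replicate also reaching 80%; inconclusive means mean reaches 80% but some replicate falls short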;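 further: 0% = neutral control wells and 100% = parthenolide positive control wells; values of inactives mirror those of a sister screen read the other way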
Tat export inh = blocks Tat-dependent protein export in E. coli | E. coli MC4100 TorA-mCherry Tat export, fluorescence | inhibition, % at 10 µM | hit rate 0.036% among 340,000 | AID 488895;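 active means mean replicate inhibition at least 50% and at least half of replicates individually reaching 50%; inconclusive means only one of the two criteria met; inactive means neither criterion met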;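 further: exported cargo escapes ClpAP degradation while cytoplasmic cargo is degraded and loses fluorescence; 0% = median of neutral control wells and 100% = median of NaSCN control wells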
E coli growth = reduces bacterial viability in AddAB counter-screen. E. coli V3065 growth, OD600 absorbance, 18 h. inhibition, % at 11.9 µM. hit rate 0.27% among 330,000. AID 449728;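 active means inhibition above the campaign's mean inhibition across all tested compounds plus 3 SD, cut at about 9.9% in these data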;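 further: uninfected addAB+ strain grown without phage in ampicillin broth; 0% = DMSO wells and 100% = ciprofloxacin 0.95 µg/ml wells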
* marks the source's active call; other numbers are inactive results; u = inconclusive; x = no result given. Random draw from the library; 3.6% or so of the library scored in one or more.

SMILES	CAL PDZ FP-1	Wnt bcat act	AddAB inh	SR-BI uptake up	CAL PDZ FP-2	phage Ecoli inh	SR-BI DiI inh	MITF act	Tat export inh	E coli growth
C[C@H](CO)N1C[C@H](C)[C@@H](CN(C)Cc2ccc(Oc3ccccc3)cc2)Oc2c(NC(=O)C3CC3)cccc2C1=O	6	-2	0.1	3	-0.6	1.4	-3	-5	2	-3.8
COc1ccc(NC(=O)COC(=O)CCNS(=O)(=O)c2ccccc2)cc1OC	x	0	6.3	2	0.5	1.7	-2	7	-6	2.4
Cc1cccc(OCCCC(=O)Nc2nccs2)c1	-1	x	3.6	8	-1.0	6.8	-8	-1	-1	1.3
Nc1nc(Br)c2c(F)cccc2c1-c1ccccc1	x	x	-1.9	38	-1.7	1.0	-38	3	-9	-1.3
Cc1ccc(N2CC(C(=O)Nc3nnc(SCC(=O)N4CCOCC4)s3)CC2=O)cc1 (centres undefined)	-3	-1	0.1	8	-1.6	3.5	-8	0	-5	-2.5
CC(=O)Nc1ccc(S(=O)(=O)N2c3ccc(F)cc3CCC2C)cc1 (centres undefined)	x	-2	0.3	1	-0.2	-1.0	-1	x	8	-0.8
O=C(Cn1cnc2ccccc2c1=O)NCc1ccco1	1	x	2.7	16	-2.4	1.7	-16	-3	-3	1.4
O=C(Nc1ccccc1[N+](=O)[O-])c1cncc(Br)c1	10	20	-0.1	16	-0.6	4.2	-16	7	-6	-2.2
COc1ccc(CCN2CC(C(=O)NC3CCOCC3)CCC2=O)cc1 (centres undefined)	-6	-3	3.7	16	0.1	-1.0	-16	5	-2	1.1
COc1cc(CN2CC(=O)N(c3ccc(C)cc3)C2=S)cc(OC)c1OC	-4	0	0.9	12	-0.6	3.5	-12	-3	13	-3.3
COc1ccc(Nc2ncnc3ccccc23)c(OC)c1	6	-1	1.0	-5	-1.4	3.2	5	15	1	0.8
CCc1cc(C(=O)Nc2cc(S(=O)(=O)N(C)C)ccc2C)sc1C	-3	-1	-2.1	x	-2.7	1.4	x	-11	-2	1.9
c1ccc(CCc2nc3ccccc3[nH]2)cc1	4	42*	1.1	-17	-2.6	4.2	17	69	-1	1.8
c1sc2[n+](c1C13CC4CC(CC(C4)C1)C3)CCS2	-1	0	-0.5	-6	-0.7	0.7	6	1	-2	0.3
Cc1ccc(NC(=O)COC(=O)COc2cccc3c2OC(C)(C)C3)cc1C	-6	-1	0.6	23	-0.8	1.2	-23	5	3	1.8
Cc1ccc(C(=O)Nc2cccc(C(F)(F)F)c2)cc1NC(=O)c1c[nH]c2cc(C(F)(F)F)ccc2c1=O	-3	0	2.4	28	-0.6	0.2	-28	1	1	0.2
COc1ccc(C2C3C=CCC(c4cccc(-c5ccc(C)cc5)c4)C3C(=O)N2Cc2ccccc2)cc1Cl (centres undefined)	0	-5	2.8	-12	-0.2	-0.2	12	-8	9	-0.3
Cc1ccc(CCN2CC(C(=O)NCc3ccc4c(c3)OCO4)CC2=O)cc1 (centres undefined)	-1	-1	-0.3	x	-2.8	0.8	x	-3	15	-0.9
Cc1ccc(OCCCn2ccnc2)c([N+](=O)[O-])c1	-1	-7	1.5	-5	-2.0	2.6	5	-1	3	0.7
CCCc1nc2c(=O)n(C)c(=O)nc-2n(C)n1	5	-22	x	6	0.8	18*	-6	-104	-48	x
N#CCCn1cc(C(=O)N2CCCCC2)c(-c2ccc([N+](=O)[O-])cc2)n1	-4	-1	0.8	-6	-0.4	-1.8	6	-2	5	0.8
COc1ccc(-c2cn3ccccc3n2)cc1[N+](=O)[O-]	-2	x	0.3	-8	-0.6	4.7	8	75	-4	-0.8
Cc1cc(N/N=C/c2ccncc2)c([N+](=O)[O-])cc1[N+](=O)[O-]	x	0	3.2	-33	-0.6	3.1	33	-1	-7	0.2
COc1ccc2[nH]c3c(=O)n(CCCCC(=O)N4CCCC4)c(=S)[nH]c3c2c1	-2	x	0.0	-5	-2.0	0.4	5	-8	-1	-2.1
O=C(N/N=C/c1ccc(O)cc1)c1csc2ccccc12	-4	x	4.4	-21	-0.7	2.1	21	2	3	-0.6
N#CCCN(C(=O)COC(=O)C1CCN(S(=O)(=O)c2cccs2)CC1)c1ccccc1	x	-2	1.7	-7	-0.8	1.6	7	-2	-3	2.9
Cc1ccc(-n2[nH]c(C)c(C=Nc3ccc(S(=O)(=O)Nc4nc(C)cc(C)n4)cc3)c2=O)c(C)c1	0	0	5.8	4	-0.7	1.4	-4	15	-6	4.2
Cc1cc(=O)[nH]c(SCC(=O)Nc2ccc(Br)cc2)c1C#N	-2	23	9.8	7	-2.0	8.4	-7	-6	-9	8.2
NC(=NCCc1ccc(Cl)cc1)NS(=O)(=O)c1ccc(F)cc1	46*	-5	6.1	1	-1.2	2.9	-1	13	-4	0.0
N#Cc1ccc(Oc2nc(Nc3ccc(F)cc3)nc(N3CCCC3)n2)cc1	-1	x	1.2	-59	-0.8	2.8	59	0	-7	2.0
Cc1cc(C)c(NC(=O)CSc2nnc(-c3ccncc3)n2Cc2ccco2)c(C)c1	-4	x	3.0	-14	-1.2	-0.4	14	-13	3	0.4
O=c1cc(Cl)c(-c2ccccc2)n[nH]1	-3	-4	0.4	-6	-1.6	2.5	6	-10	-2	-0.5
Cc1ccc(NC(=O)COC(=O)CCC(=O)c2cccs2)c(C)c1	-1	0	-1.2	21	-0.6	3.7	-21	-9	u	-5.0
CCOC(=O)c1ccc(NC(=O)CSc2nc(NC(=O)c3ccccc3)c3c(C)c(C)oc3n2)cc1	0	x	-0.3	-24	-3.5	1.2	24	x	-8	3.4
NS(=O)(=O)c1cccc(NC(=O)CSc2nc3ccccc3n2-c2ccccc2)c1	-6	-1	0.3	-24	-2.6	2.3	24	2	4	-1.4
CCCOc1ccccc1C(=O)N(Cc1cccs1)C1CCS(=O)(=O)C1 (centres undefined)	-6	-2	3.6	24	-0.6	3.1	-24	-4	-4	-0.3
Cc1ccc(CN(Cc2ccco2)C(=S)Nc2ccccc2C)cc1	8	0	4.3	12	-0.3	2.2	-12	-3	-2	1.1
CCCCn1c(N)c(N(CC(C)C)C(=O)C2CC(=O)N(c3ccc(C)cc3)C2)c(=O)[nH]c1=O (centres undefined)	-8	2	2.4	29	-3.1	1.8	-29	-7	-4	0.6
CC1(NC(=O)CCS(=O)(=O)c2ccc(Cl)cc2)CCS(=O)(=O)C1 (centres undefined)	1	1	0.3	10	0.8	1.9	-10	2	-2	-0.7
CCOc1ccc(OCC)c(NC(=O)C2CCN(S(=O)(=O)c3cccnc3)CC2)c1	0	-5	2.3	-34	-1.8	0.6	34	-7	2	1.7
CN(C)C(CNC(=O)/C=C/c1cccc(Cl)c1)c1ccccc1 (centres undefined)	4	-1	2.2	-2	-2.4	0.3	2	-3	16	-0.1
CCOc1ccc(NC(=O)CN(C)C(=O)c2ccncc2)cc1OCC	-1	0	x	0	-0.9	0.6	0	5	0	x
CCN(CC)CCNC1=CC(=O)OC12CCCCC2	-1	x	3.1	10	-0.9	0.5	-10	3	7	0.1
O=C(CSC1=Nc2ccccc2C2=NC(CC(=O)N3CCN(c4ccccc4)CC3)C(=O)N12)NCC1CCCO1 (centres undefined)	1	-9	3.0	9	-1.7	2.1	-9	5	2	0.2
O=C1NC(Cc2ccccc2)C(=O)N1CC(=O)N1CCCc2ccccc21 (centres undefined)	4	-2	3.2	-7	-0.4	4.1	7	15	-3	0.3
CC(=O)N1c2ccc(S(=O)(=O)NCc3ccccc3Cl)cc2CC1C (centres undefined)	x	0	2.4	-47	-1.2	-0.6	47	-1	-11	-0.3
Cc1ccc(Cn2c(C(C)Nc3nc(-c4ccc(Cl)cc4)cs3)nc3cc(C(=O)NCCCO)ccc32)cc1 (centres undefined)	-2	-6	-0.1	-16	0.0	-0.6	16	-5	1	-2.6
CCOC(=O)N1CCN(C(=O)c2ccc3c(c2)NC(=O)C(N2CCOCC2)S3)CC1 (centres undefined)	-5	x	1.1	-7	-1.8	2.5	7	-4	-1	-0.3

10 structures out of the list, ordered by length of the SMILES, largest number first:
SMILES	CAL PDZ FP-1	Wnt bcat act	AddAB inh	SR-BI uptake up	CAL PDZ FP-2	phage Ecoli inh	SR-BI DiI inh	MITF act	Tat export inh	E coli growth
O=C(CSC1=Nc2ccccc2C2=NC(CC(=O)N3CCN(c4ccccc4)CC3)C(=O)N12)NCC1CCCO1 (centres undefined)	1	-9	3.0	9	-1.7	2.1	-9	5	2	0.2
Cc1ccc(Cn2c(C(C)Nc3nc(-c4ccc(Cl)cc4)cs3)nc3cc(C(=O)NCCCO)ccc32)cc1 (centres undefined)	-2	-6	-0.1	-16	0.0	-0.6	16	-5	1	-2.6
CCCCn1c(N)c(N(CC(C)C)C(=O)C2CC(=O)N(c3ccc(C)cc3)C2)c(=O)[nH]c1=O (centres undefined)	-8	2	2.4	29	-3.1	1.8	-29	-7	-4	0.6
CCOC(=O)N1CCN(C(=O)c2ccc3c(c2)NC(=O)C(N2CCOCC2)S3)CC1 (centres undefined)	-5	x	1.1	-7	-1.8	2.5	7	-4	-1	-0.3
CCOc1ccc(OCC)c(NC(=O)C2CCN(S(=O)(=O)c3cccnc3)CC2)c1	0	-5	2.3	-34	-1.8	0.6	34	-7	2	1.7
CC1(NC(=O)CCS(=O)(=O)c2ccc(Cl)cc2)CCS(=O)(=O)C1 (centres undefined)	1	1	0.3	10	0.8	1.9	-10	2	-2	-0.7
O=C1NC(Cc2ccccc2)C(=O)N1CC(=O)N1CCCc2ccccc21 (centres undefined)	4	-2	3.2	-7	-0.4	4.1	7	15	-3	0.3
CCCOc1ccccc1C(=O)N(Cc1cccs1)C1CCS(=O)(=O)C1 (centres undefined)	-6	-2	3.6	24	-0.6	3.1	-24	-4	-4	-0.3
CN(C)C(CNC(=O)/C=C/c1cccc(Cl)c1)c1ccccc1 (centres undefined)	4	-1	2.2	-2	-2.4	0.3	2	-3	16	-0.1
Cc1ccc(CN(Cc2ccco2)C(=S)Nc2ccccc2C)cc1	8	0	4.3	12	-0.3	2.2	-12	-3	-2	1.1

Screening results deposited in PubChem by several laboratories.
